# GLS inhibitor: glutaminase GLS (human) inhibition; O94925; GLS enzymatic activity, qHTS titration; Potency, µM (series often up to 45.5 µM), for inactives: at the top dose activity change, negative = inhibition, usual class: inhibitors; 410,000 compounds, 0.21% hits; AID 624170; also: % is scaled to controls: 0 for no effect and ±100 for the full control effect
# Target sequence (O94925 whole entry, looked up): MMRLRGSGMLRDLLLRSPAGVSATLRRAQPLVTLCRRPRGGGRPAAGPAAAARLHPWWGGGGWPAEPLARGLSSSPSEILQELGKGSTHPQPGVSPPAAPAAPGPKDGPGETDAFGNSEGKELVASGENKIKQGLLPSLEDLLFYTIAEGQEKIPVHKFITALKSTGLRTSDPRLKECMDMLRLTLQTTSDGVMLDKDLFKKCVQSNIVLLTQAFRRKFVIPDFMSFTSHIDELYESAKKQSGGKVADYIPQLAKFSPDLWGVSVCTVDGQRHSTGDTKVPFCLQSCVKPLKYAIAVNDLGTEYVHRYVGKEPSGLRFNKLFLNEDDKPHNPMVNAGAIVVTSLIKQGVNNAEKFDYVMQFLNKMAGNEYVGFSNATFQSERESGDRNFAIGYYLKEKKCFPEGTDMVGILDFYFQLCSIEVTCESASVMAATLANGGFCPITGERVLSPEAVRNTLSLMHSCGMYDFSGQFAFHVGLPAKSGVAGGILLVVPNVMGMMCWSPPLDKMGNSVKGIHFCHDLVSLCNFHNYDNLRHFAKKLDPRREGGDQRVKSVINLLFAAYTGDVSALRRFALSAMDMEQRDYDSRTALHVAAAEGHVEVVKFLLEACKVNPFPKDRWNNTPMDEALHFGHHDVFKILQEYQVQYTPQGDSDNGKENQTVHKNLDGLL
#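 hKGA in 45 mM KH2PO4 pH 8.2, 0.02% Tween-20 with pin-transferred compounds; 1 mM L-glutamine (stock) plus glutamate oxidase/HRP/Amplex Red coupling added. Fluorescence read initially and after 30 min at RT.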
# Pin1 inh: human Pin1 inhibition; Q13526; Pin1 FP peptide displacement, HiFluor488, 10 min; Potency, µM (titrated, usually from 115 µM), without a hit: at the top dose activity, negative = inhibition, actives largely listed as inhibitors; 390,000 compounds, 0.009% hits; active = well fitted inhibition curve with a large enough effect in the polarisation, with a control signal flat, not every such curve was filed as active; inconclusive = small, poorly fitted or top-dose-only effect, or effect the other way, or a change in a side signal; inactive = no such curve, though single readings can be large or run the other way; the % refers to the polarisation; also: % is scaled to controls: 0 for no effect and ±100 for the full control effect
# Target sequence (Q13526 whole entry, looked up): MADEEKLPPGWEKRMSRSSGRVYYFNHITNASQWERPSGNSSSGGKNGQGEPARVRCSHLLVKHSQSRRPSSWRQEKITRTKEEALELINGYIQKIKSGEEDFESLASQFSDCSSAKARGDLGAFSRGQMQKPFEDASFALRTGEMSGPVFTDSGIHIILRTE
# G9a block: G9a (human) methyltransferase inhibition. 350,000 compounds, 8.8% hits. Potency, µM (doses to about 102 µM), without a hit: at the highest dose activity, negative = inhibition, hits mostly inhibitors. AID 504332. G9a H3K9 monomethylation, AlphaScreen, 2 h. Q96KQ7; also: % is scaled to controls: 0 for no effect and ±100 for the full control effect; nearly all actives have a fitted effect of over 75% in size
# Target sequence (Q96KQ7 913-1193 limits assumed): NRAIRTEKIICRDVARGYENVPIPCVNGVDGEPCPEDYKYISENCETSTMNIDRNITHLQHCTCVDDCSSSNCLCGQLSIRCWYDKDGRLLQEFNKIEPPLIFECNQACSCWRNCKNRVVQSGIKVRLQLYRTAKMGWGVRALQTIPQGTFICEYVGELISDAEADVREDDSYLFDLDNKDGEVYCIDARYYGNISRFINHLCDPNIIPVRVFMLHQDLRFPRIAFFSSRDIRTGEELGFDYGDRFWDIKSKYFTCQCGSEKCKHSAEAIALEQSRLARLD
#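 Quantitative HTS format: methyltransferase activity on a biotin-tagged H3K9 peptide is measured by AlphaScreen, using a rabbit anti-monomethyl-H3K9 antibody with streptavidin donor and anti-IgG acceptor beads. Final levels are 20 nM enzyme, 500 nM peptide, 20 uM SAM; 2 h RT.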
# Tb PGK inh: blocks T. brucei phosphoglycerate kinase; P07378; PGK/GAPDH coupled, Kinase-Glo luminescence, 60 min; 380,000 compounds, 0.043% hits; Potency, µM (titrated, usually from 57.5 µM), for the others: at the top dose activity change, negative = inhibition, actives largely listed as inhibitors; AID 602233; also: % is scaled to controls: 0 for no effect and ±100 for the full control effect; nearly all actives have a fitted effect of over 60% in size
#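 Luminescent ATP detection (Kinase-Glo Plus) follows a 60-minute room-temperature incubation, with wells lacking PGK as controls. Buffer: 100 mM TEA (pH 7.6), 5 mM MgCl2, 0.01% Tween-20. Coupling enzyme GAPDH (100 nM final) supplies unstable 1,3-BPG in-well.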
# BAZ2B block: blocks human BAZ2B; Q9UIF8; AlphaScreen BAZ2B-H3K14Ac peptide displacement; Potency, µM (top dose mostly 114 µM), for inactives: top-dose activity change, negative = inhibition, actives largely listed as inhibitors; 360,000 compounds, 4.4% hits; also: % is scaled to controls: 0 for no effect and ±100 for the full control effect; nearly all actives have a fitted effect of over 60% in size
#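 Multi-concentration screen (max 110 uM) measuring displacement of acetylated histone H3 peptide from BAZ2B by AlphaScreen, using 50 nM protein, 50 nM peptide and 10 ug/mL streptavidin donor plus Ni-chelate acceptor beads.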
# BLM helicase inh: blocks DNA unwinding by human BLM helicase; Potency, µM (top dose mostly 56.1 µM), inactives show at the highest dose activity change, negative = inhibition, most hits filed as inhibitors; P54132; recombinant BLM DNA unwinding, fluorescence dequenching; 350,000 compounds, 0.2% hits;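 also: plate controls were vehicle for no effect and no enzyme for full effect; nearly all actives have a fitted effect of over 35% in size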
# JMJD2A Tudor inh: JMJD2A Tudor domain (human) inhibition. AlphaScreen JMJD2A-Tudor / H3K4me3 peptide binding. O75164. 390,000 compounds, 4.4% hits. Potency, µM (series often up to 114 µM), without a hit: at the highest dose activity change, negative = inhibition, hits mostly inhibitors; also: % is scaled to controls: 0 for no effect and ±100 for the full control effect; nearly all actives have a fitted effect of over 50% in size
# HP1b binding inh: inhibitors of HP1-beta chromodomain binding to methylated histone tails. P83916. AlphaScreen HP1-beta / biotin-H3K9me3 peptide binding. 390,000 compounds, 0.56% hits. Potency, µM (titrated, usually from 114 µM), inactives show at the top dose activity change, negative = inhibition, actives largely listed as inhibitors. AID 540317; also: nearly all actives have a fitted effect of over 70% in size; inactives centre near 23
#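 AlphaScreen: HP1-beta (50 nM) preformed 30 min with biotin-H3(1-18)K9me3 peptide (50 nM) in PBS pH 7.4, 0.01% Tween-20. Compound added for 30 min at RT, then streptavidin donor/nickel chelate acceptor beads (10 ug/mL) for 30 min.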
# POLI inh: blocks human DNA polymerase iota activity; Pol iota fluorescent replication assay, 10 min; Potency, µM (titrated, usually from 115 µM), for the others: top-dose activity, negative = inhibition, usual class: inhibitors; 390,000 compounds, 1% hits; AID 588590
#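 Fluorescent replication assay read twice, at 0 min and 10 min after adding 50 nM (final) substrate. Enzyme (10 nM) and compounds were first incubated 15 min at room temperature; enzyme-free buffer wells were negative controls.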
# * hit, by the source's call; i = inactive; ? = inconclusive; · = not tested or not shown; & = joins results of further samples; [ ] = remark or other dose. Unless noted, calls follow the shape of the dose curve; as a rule, active = well fitted curve in the direction sought with a large enough effect; inconclusive = small, poorly fitted or top-dose-only effect, or another doubt; inactive = no such curve, though single readings can be large; an effect the other way counts as inactive or inconclusive. Potency is read from the fitted curve at half-maximal effect.
SMILES,GLS inhibitor,Pin1 inh,G9a block,Tb PGK inh,BAZ2B block,BLM helicase inh,JMJD2A Tudor inh,HP1b binding inh,POLI inh
O=C(CN(Cc1ccccc1)C(=O)CCC(=O)Nc1ccccn1)NCc1ccc(F)cc1,4%,-2%,11%,-9%,-20%,0%,-3%,9%,-14%
CCOC(=O)N=S(N)(=O)c1ccc(Cl)cc1 (stereo unspecified),?,-3%,-35%[12.7 µM],3%,-6%,-2%,-24%[11.4 µM],-5%,?
CN(CC(=O)Nc1nc2ccccc2s1)S(=O)(=O)c1ccc(Br)cc1,-8%,46%[activator],?,-3%,-23%,-12%,-23%,28%,-23%[58.9 µM]
O=C(CSc1nnc(Cc2ccccc2)o1)Nc1ccc(N2CCOCC2)cc1,58%[activator],-5%,·,i,·,·,-12%,37%,-2%
Nc1cccc(Nc2nc(OC(C(F)(F)F)C(F)(F)F)nc(OC(C(F)(F)F)C(F)(F)F)n2)c1,?,?,-38%[59 µM],1%,8%,-15%,-22%,13%,?
N#Cc1nc(Cl)c(Cl)c(NN)c1Cl,?,0%,·,-9%,1%,-3%,-7%,15%,-27%[58.9 µM]
Cc1ccc(S(=O)(=O)NC(=O)Nc2ccccc2F)cc1,3%,1%,?,-1%,22%,-12%,-4%,45%[activator],0%
COc1ccccc1NC(NC(=O)c1ccco1)C(=O)c1ccccc1 (stereo unspecified),8%,1%,-8%[59 µM],·,·,-8%,-5%,39%,-11%
Cc1nnc(NC(=O)c2cccc(S(=O)(=O)N3CCc4ccccc43)c2)s1,19%,1%,?,1%,-1%,-9%,-6%,36%,2%
N#Cc1c(Nc2ccccc2)c(C=NCCN2CCOCC2)c[nH]c1=O,20%,?,·,6%,-2%,-5%,-18%,45%[activator],13%
O=C(Nc1ccc(Cl)cc1)N1CCOCC1,1%,0%,-11%,i,-7%,-3%,2%,8%,119%[activator]
CC(C)C(NS(=O)(=O)c1ccc2c(c1)C(C)(C)C(=O)N2C)C(=O)NCc1ccc(F)cc1 (stereo unspecified),0%,-3%,37%,-9%,-34%,2%,-5%,34%,-11%
Clc1ccccc1CSc1ncn(-c2ccccc2)n1,-2%,-3%,12%[59 µM],i,108%[activator],-2%,150%[activator],222%,-10%
O=C(CN1C(=O)c2cccnc2Oc2ccc(Cl)cc21)NCCc1ccccc1,-1%&-2%,0%&1%,13%,-2%&-8%,-27%&-3%,1%&1%,-10%&-9%,4%[57 µM],36%[activator]
Cc1cc(Cl)cc(C)c1OCCCCN1CCOCC1,-1%,-5%,?,-12%,10%,3%,-15%,39%,-15%
O=[N+]([O-])c1cccc(/C=C2\CCC(/C=N/Nc3ccc4ccccc4n3)=C2N2CCOCC2)c1,-3%,4%,8%[59 µM],-4%,?,-6%,-22%,-22%,14%
Cc1cc(NC(=O)c2cc3ncc(Br)cn3n2)no1,-2%,2%,1%[59 µM],-3%,6%,-3%,0%,32%,?
CC(C(=O)Nc1ccc2c(c1)OCO2)N(C)CC(=O)Nc1ccccc1Cl (stereo unspecified),0%,-8%,·,5%,·,·,-8%,36%,38%[activator]
O=C(Nc1cc(-c2nc3cc(Cl)ccc3o2)ccc1Cl)c1cccc2ccccc12,4%,9%,5%[59 µM],i,-12%,-3%,4%,47%[activator],?
CC1SCC(=O)N(CC(=O)NCCc2ccccc2)C1=O (stereo unspecified),5%,-7%,-4%,i,-12%,-7%,-18%,7%,-8%
CCOC(=O)c1c(C)oc2nc(C)nc(NC(C)c3ccccc3)c12 (stereo unspecified),1%,0%,-19%[59 µM],-7%,4%[57.1 µM],0%,-9%,20%,-27%
CCN(c1ccccc1)S(=O)(=O)c1ccc2[nH]cc(C(=O)NCc3ccc(C)cc3)c(=O)c2c1,-7%,30%,-14%[59 µM],i,-12%,-4%,56µM*,13%,89µM*
CCOC(=O)c1sc(=NC(=O)c2cccc(OC)c2)n(C)c1C,-10%,9%,8%,-5%,-2%,3%,3%,6%,40%
COc1ccc(NC(=O)c2cc([N+](=O)[O-])ccc2O)cc1,9%,-9%,?,?,-29%,-3%,-24%,9%,-13%
COC(=O)c1ccc(N2CCOCC2)c(NC(=O)c2ccc3c(c2)OCCO3)c1,-3%,-6%,26%,4%,0%,-9%,-1%,42%[activator],16%
CCOC(=O)C(=O)/C(C#N)=C/Nc1ccccc1,7%,?,?,-5%,-4%,-3%,-10%,25%,16%
CCOC(=O)c1cnc2ccc(Cl)cc2c1Nc1ccc(OCC)cc1,2%,1%,-9%[59 µM],-3%,-17%,-10%,-26%,13%,8%
CC(Oc1ccc2ccc(=O)oc2c1)C(=O)NC1CC(C)(C)NC(C)(C)C1 (stereo unspecified),12%,-9%,?,2%,-5%,1%,-11%,50%[activator],-4%
CCOC(=O)c1c(C)[nH]c(C(=O)CSc2nccc(C)n2)c1C,15%,?,-11%[59 µM],13%,6%,-2%,12%,30%,18%
O=C(Nc1ccc(NC(=O)c2ccco2)nc1)c1ccco1,-7%,2%,5%[59 µM],-1%,-13%,0%,-16%,-4%,2%

# No new results follow: an excerpt of the list.
SMILES,GLS inhibitor,Pin1 inh,G9a block,Tb PGK inh,BAZ2B block,BLM helicase inh,JMJD2A Tudor inh,HP1b binding inh,POLI inh
CCOC(=O)c1c(C)oc2nc(C)nc(NC(C)c3ccccc3)c12 (stereo unspecified),1%,0%,-19%[59 µM],-7%,4%[57.1 µM],0%,-9%,20%,-27%
CCN(c1ccccc1)S(=O)(=O)c1ccc2[nH]cc(C(=O)NCc3ccc(C)cc3)c(=O)c2c1,-7%,30%,-14%[59 µM],i,-12%,-4%,56µM*,13%,89µM*

# Additional compounds follow:
SMILES,GLS inhibitor,Pin1 inh,G9a block,Tb PGK inh,BAZ2B block,BLM helicase inh,JMJD2A Tudor inh,HP1b binding inh,POLI inh
CC(=O)Nc1c(C)nn(-c2ccccc2)c1N1CCC(C(=O)Nc2cc(Cl)ccc2C)CC1,6%,0%,18%[59 µM],i,0%,-2%,-14%,22%[57 µM],-12%
Cc1cc(C)cc(OCC(=O)NCCc2nc3ccccc3[nH]2)c1,0%&3%,0%&10%,10%[0.501 µM],i,-2%&-9%,-4%&-9%,-10%&-16%,8%&19%,131%&-4%[activator]
O=C(CCl)N(CCc1ccccc1)CCc1ccccc1,8%,-2%,-10%,-3%,0%,-6%,11%,50%[activator],-18%
CCC(C)(C)NC(=O)CN(CCc1cccc(C)c1)C(=O)c1csnn1,-4%,1%,·,4%,-5%,2%,-3%,37%,19%
CC(=O)Nc1ccc(S(=O)(=O)N/N=C/c2ccc(C)s2)cc1,15%,1%,?,i,-38%,-4%,-13%,23%,-6%
CCCn1c2ccccc2c2nnc(SCC(=O)Nc3nnc(CC(=O)OCC)s3)nc21,-7%,108%[activator],13%[12.7 µM],-10%,8%,1%,10%,46%,?
COc1ccc(C2CC(O)(c3ccccc3)Oc3cc(OC)c(OC)c(OC)c32)cc1 (stereo unspecified),13%,?,?,-8%,-35%,-10%&-2%,?,-24%&-15%,?
N/C(CC1CC1(Cl)Cl)=N\OC(=O)c1ccccc1 (stereo unspecified),3%,0%,·,-6%,-6%,0%,20%,51%[activator],0%
O=C(N/N=C/c1ccc(OCCCF)cc1)c1ccc(C(F)(F)F)cc1,12%,-1%,4%,1%,-9%,-8%,-7%,27%,-24%
CCn1cc(C(=O)N2CCN(c3cccc(C)c3C)CC2)c(=O)c2ccc(C)nc21,24%,?,3%,-12%,-34%,-3%,-22%,-32%,?
COc1cc(/C=N/N2CCN(C3c4ccccc4-c4ccccc43)CC2)cc(OC)c1O,13%,-3%,1.6µM*,9%,11µM*,-7%,?,-11%,7%
NC(=O)c1nn(-c2cccc(Cl)c2)c(=O)cc1O,6%,3%,?,3%,-6%,1%,?,11%,-8%[58.9 µM]
O=C(O)CNC(=O)/C(=C\c1ccco1)NC(=O)c1ccco1,-22%,?,·,-10%,-5%,-1%,-8%,24%,11%
CN(C)S(=O)(=O)c1ccc(NC(=O)CN2C(=O)NC(Cc3ccccc3)C2=O)cc1 (stereo unspecified),11%,-2%,-6%[2.33 µM],4%,11%,·,-14%,28%,8%
O=C(Nc1nc(-c2ccc3ccccc3c2)cs1)c1ccc(N2C(=O)CCC2=O)cc1,4%,5%,12%,-6%,-3%,0%,-21%,34%[activator],37%[activator]
CCN(CC)c1ccc(C=Nc2cc(C)ccc2C)c(O)c1,7%,6%,?,-2%,-3%,-3%,-16%,13%,15%
O=C(CN1C(=O)COc2ccc(S(=O)(=O)N3CCCCCC3)cc21)N1CCN(c2ccc(Cl)cc2)CC1,5%,2%,2%[59 µM],-2%,-2%,-7%,?,49%[activator],38%[activator]
COc1cccc(C(C(=O)NC2CCCC2)N(Cc2ccco2)C(=O)c2ccco2)c1OC (stereo unspecified),2%,3%,?,-15%,0%,0%,-9%,37%,14%
Cc1ccc(C(=O)N2CCCC2)cc1S(=O)(=O)N1CCOCC1,3%,-5%,38%,0%,3%,-1%,1%,30%,26%
CCOc1ccc(-c2nc(CSCC(=O)NCCN3CCOCC3)c(C)o2)cc1,7%,-3%,-10%[12.7 µM],0%,-24%,1%,-12%,2%,5%
Cc1oc2nc(SCC(=O)NCCCO)nc(N)c2c1C,-4%,8%,-16%,9%,-3%,-1%,-14%,22%,-1%
O=C(Nc1ccc(F)cc1)C1CC(=O)n2c(nc3ccccc32)N1 (stereo unspecified),6%,16%,56%[activator][59 µM],7%,8%,0%,-8%,38%,-6%
COc1cc(OC)cc(-c2c(-c3cccs3)c3cc(-c4ccc(OC)c(OC)c4)ccc3n2C)c1,1%,57%[activator],8%[0.501 µM],-8%,-11%,·,?,22%,13%
COc1ccccc1C(=O)NC(=O)CSc1nnc(C)s1,0%,4%,-68%,-4%,-33%,-2%,-1%,34%,27%
CCOCCn1c(=NC(=O)c2ccc3c(c2)OCCO3)sc2cc(OCC)ccc21,-7%,-5%,17%[59 µM],-2%,16%,-6%,4%,91%[activator][57 µM],5%
Cc1ccc(-c2cc3c(n2-c2ccc(C)cc2)CC(C)(C)CC3=O)cc1,2%,0%,-41%[59 µM],4%,-14%,-6%,?,14%,-2%
CCCC(CCC)=NNC(=O)c1ccccc1F,3%,-6%,-31%,i,-8%,-6%,-9%[57.1 µM],-18%,32%[activator]

# The list is partial; count on the stated rates, not on these rows.
